S100A4 MyoIIA: S100A4-myosin IIA interaction inhibition | P26447 | S100A4/TAMRA-MyoIIA peptide fluorescence polarization | inhibition, % at 10.7 µM | actives 0.14% (n = 360,000) | AID 652163;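 active = mean inhibition of at least 70% across replicates, with every replicate also reaching that level; inconclusive = mean inhibition reaches 70% but some replicates fall short; inactive = mean inhibition below 70%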
Target sequence (P26447 whole entry, looked up): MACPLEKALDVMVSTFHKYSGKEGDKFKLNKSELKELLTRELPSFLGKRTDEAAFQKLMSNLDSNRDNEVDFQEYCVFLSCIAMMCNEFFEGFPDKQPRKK
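Test system: S100A4 monomer protein; Medium: HEPES pH 7.2 with CaCl2, KCl, NaCl, DTT, Triton; Probe or stimulus: TAMRA-labelled myosin IIA heavy-chain peptide probe, 5 nM; Doses: one dose per compound; Times: polarization read 5 min after assay mix addition, stable 5–60 min; Benchmarks: neutral control DMSO, positive control TFP.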
Statin myotox sup: protects C2C12 myotubes from simvastatin toxicity; ATP luminescence, 48 h; scaled: DMSO 0, geranylgeraniol control 100; AID 602340; rescue of ATP level, % at 7.49 µM; actives 0.78% (n = 330,000);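 active = mean ATP rescue above about 67%, or every replicate alone reaching that limit, limit read from the data, passing the limit was not always enough; inconclusive = no clear call, values can overlap the other calls; inactive = mean under the limit and some replicate under it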;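 also: myotubes were challenged with 10 µM simvastatin during compound exposure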
PglD DTNB: blocks C. jejuni PglD acetyltransferase activity. purified PglD enzyme, DTNB colorimetric CoA detection. inhibition, % at 12.5 µM. actives 0.098% (n = 360,000); in the data active = inhibition above about 16%, passing the limit was not always enough; inconclusive = no clear call, values can overlap the other calls; also: strong numbers were not always called active
ERp5 inh: inhibitors of human ERp5 | actives 0.05% (n = 350,000) | ERp5 insulin aggregation, absorbance 650 nm, 90 min | inhibition, % at 9.99 µM | Q15084;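 active = mean replicate inhibition above about 25%, with every replicate also reaching it, limit read from the data, passing the limit was not always enough; inconclusive = only one of those two criteria met; inactive = neither criterion met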
SIRT5 block: blocks human SIRT5 desuccinylation of peptide; Q9NXA8; Purified SirT5, succinyl-peptide AMC, trypsin-coupled fluorescence; inhibition, % at 15 µM; actives 1.1% (n = 330,000); AID 652115; in the data active = inhibition above about 15%; inconclusive = no clear call, values can overlap the other calls
Target sequence (Q9NXA8 whole entry, looked up): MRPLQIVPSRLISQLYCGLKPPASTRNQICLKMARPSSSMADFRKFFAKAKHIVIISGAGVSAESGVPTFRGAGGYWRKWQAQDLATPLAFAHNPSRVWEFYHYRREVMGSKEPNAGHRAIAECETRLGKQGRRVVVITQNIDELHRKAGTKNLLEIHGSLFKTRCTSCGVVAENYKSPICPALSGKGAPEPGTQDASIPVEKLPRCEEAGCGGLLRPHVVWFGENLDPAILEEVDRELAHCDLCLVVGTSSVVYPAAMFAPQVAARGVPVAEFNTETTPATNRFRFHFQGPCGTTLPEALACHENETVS
DENV2 CPE rescue: protects cells from dengue virus 2 cytopathic effect; DENV2-infected cells, cytopathic effect rescue, plate reader; CPE inhibition, % at 9.99 µM; actives 1.7% (n = 350,000); AID 651640; in the data active = CPE inhibition above about 20%, passing the limit was not always enough; inconclusive = no clear call, values can overlap the other calls; tested in BHK-21 cells;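 also: 0% = median of neutral control wells and 100% = median of positive control wells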
E-sel inducer: E-selectin induction on HUVECs; P16581; activation, % at 7.58 µM; HUVEC E-selectin immunofluorescence imaging; normalized: neutral wells 0, TNF-alpha wells 100; actives 0.37% (n = 260,000);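 active = mean E-selectin-positive cell signal at least 10% of the positive control, reached in at least 60% of replicates, without over 20% cell loss; inconclusive = no rule given, readout overlaps actives, possibly toxicity-flagged; inactive = the rest, including those meeting only one limit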;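 also: in these data hits start at about 27%; measured in HUVEC primary endothelial cells; signal is the percent of cells scored E-selectin positive by PE staining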
Target sequence (P16581 whole entry, looked up): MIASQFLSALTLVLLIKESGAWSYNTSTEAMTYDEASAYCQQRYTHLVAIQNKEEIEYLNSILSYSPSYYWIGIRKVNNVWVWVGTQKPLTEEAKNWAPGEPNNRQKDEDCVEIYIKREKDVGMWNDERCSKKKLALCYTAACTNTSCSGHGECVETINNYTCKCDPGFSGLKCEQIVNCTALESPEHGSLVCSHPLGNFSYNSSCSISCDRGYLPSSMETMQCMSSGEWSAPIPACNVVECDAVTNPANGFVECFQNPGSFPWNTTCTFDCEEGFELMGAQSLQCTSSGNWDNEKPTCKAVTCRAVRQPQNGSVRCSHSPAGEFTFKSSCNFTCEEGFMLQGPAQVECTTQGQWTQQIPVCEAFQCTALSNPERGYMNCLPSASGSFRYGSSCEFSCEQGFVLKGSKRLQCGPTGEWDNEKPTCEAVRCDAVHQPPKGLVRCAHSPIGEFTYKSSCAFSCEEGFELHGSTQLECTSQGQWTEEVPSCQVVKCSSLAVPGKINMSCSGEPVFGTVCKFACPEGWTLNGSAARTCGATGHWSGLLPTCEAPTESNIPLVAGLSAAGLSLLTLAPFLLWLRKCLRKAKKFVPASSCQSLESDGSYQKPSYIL
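Read-out: % PE-positive cells | Test system: HUVEC | Doses: One compound dose added by pin transfer | Buffer or medium: EGM-2 over gelatin coat | Signal: Immunofluorescence imaging | Benchmarks: TNF-alpha, DMSO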
An asterisk follows results filed as active; ? = inconclusive; . = not tested or not shown; & = joins results of further samples. The list is partial, so the mix of outcomes need not match the whole.

Order of results: S100A4 MyoIIA, Statin myotox sup, PglD DTNB, ERp5 inh, SIRT5 block, DENV2 CPE rescue, E-sel inducer
1: CC(C)(C)n1cnnc1Sc1ncccc1[N+](=O)[O-]
→ -8, ., ., -6, 2, -1, 4.8
2: CCc1ccc[n+](-c2[nH]c(=O)sc2/C=N/N=C(\N)[O-])c1
→ -9, ., ., 0, -7, -1, .
3: CCCc1nc2sc3c(c2c(=O)n1NC(=O)CCC(=O)O)CCCC3
→ -1, ., -2, -5, 0, -1, .
4: COc1cccc(C(=O)Nc2ccc3c(c2)C(=O)N(C)[C@H]2CC[C@H](CC(=O)NCC(F)(F)F)O[C@H]2CO3)c1
→ 1, -5, 4, 1, 0, 5, 0.1
5: Cc1ccc2c(c1)sc(C)[n+]2CCCS(=O)(=O)[O-]
→ -19, 1, -1, -1, 0, -1, -1.4
6: O=[N+]([O-])c1cccc(/C=N/N2CCN(Cc3ccc(Cl)cc3)CC2)c1
→ -4, 13, -2, 4, -1, -6, 0.1
7: COc1cccc(S(=O)(=O)N(C)C[C@H]2Oc3ncc(C#CCC(C)C)cc3C(=O)N([C@H](C)CO)C[C@@H]2C)c1
→ 5, -1, 7, -2, 2, 1, 0.5
8: COC(=O)C1=C(C)N(Cc2cccc(C(F)(F)F)c2)C(=NCc2cc(OC)c(OC)c(OC)c2)NC1c1ccc(F)cc1 (configuration not stated)
→ 9, ., ., -1, 0, 15, -0.1
9: CC(=O)N1CCN(c2nc(C)nc3sc4c(c23)CCC(C)C4)CC1 (configuration not stated)
→ ., 12, -2, ., ., ., 0.2
10: O=C(O)/C=C/C(=O)NNC(=O)c1cccc(Br)c1
→ 1, ., ., -1, -3, -1, .
11: O=C(NCCc1nc2ccc(Cl)cc2[nH]1)C1CCC(=O)N(Cc2cccc(F)c2)C1 (configuration not stated)
→ -19, -7, -3, -3, -2, -5, .
12: CC(NC(=O)COC(=O)c1ccc(OCC2CCCO2)cc1)c1ccccc1Cl (configuration not stated)
→ 4, 5, -1, 11, -4, -2, -0.3
13: CCCNC(=O)N1C[C@@H]2[C@H](c3ccccc31)[C@H](CO)N2C(=O)c1ccccc1
→ ., -2, -1, ., -1, ., 0.1
14: NS(=O)(=O)OCCCc1ccccc1
→ 2, 17, 0, 1, -6, 0, -0.1
15: Cc1ccc(NC(=O)/C(=C/C=C/c2ccccc2)NC(=O)c2ccccc2)cc1
→ 0, ., ., -9, -1, -5, -0.1
16: COc1ccc(CN(C)C(=O)c2cnc(C)cn2)c(OC)c1OC
→ -6, 5, -7, 1, -2, -3, .
17: Cc1ccc(S(=O)(=O)N2CCN(c3ncnc4sccc34)CC2)cc1
→ -4, -12, -1, 3, -1, 9, -0.5
18: O=C(CSc1n[nH]c(-c2ccncc2)n1)Nc1ccc(F)cc1
→ 3, 34, 2, 3, 2, -1, 0.2
19: C[C@H](CO)N1C[C@H](C)[C@@H](CN(C)Cc2ccncc2)Oc2c(NS(=O)(=O)c3ccc(Cl)cc3)cccc2C1=O
→ -5&-3, -10&1, 3&3, 4&4, -2&11, 8&-11, -0.1&-0.1
20: COc1ccc(S(=O)(=O)N2CCN(C)CC2)cc1NC(=O)c1ccccc1C
→ -1, 2, -5, 2, 0, -6, 0.3
21: COc1cc(C2=NOC(C(=O)Nc3ccc4c(c3)OCO4)C2)cc(OC)c1OC (configuration not stated)
→ -3, -3, -5, 3, -3, -1, -0.1
22: COc1ccc(NC(=S)N(CCN2CCOCC2)C2CCN(C(C)=O)CC2)cc1Cl
→ -2, -8, 2, -2, -6, 5, -0.2
23: Cc1ccc(NC(=O)c2ccc3nc[nH]c3c2)nc1
→ -4, ., 1, 7, -2, 4, .
24: CCOC(=O)c1c(C)[nH]c(C(=O)OC(C)C(=O)Nc2ccc(C)cc2)c1C (configuration not stated)
→ -10, 12, 3, 0, -1, -4, -0.2
25: Cc1nc2sc(C(=O)O)c(N)c2c2c1COC(C)(C)C2
→ ., -11, -5, ., ., ., 0.3
26: Cc1ccc(S(=O)(=O)NC(=O)C2(C)CCN2C(=O)Cc2cc(F)ccc2F)nc1 (configuration not stated)
→ -6, 4, 0, 1, ., 10, -0.2
27: C[C@@H]1CN([C@@H](C)CO)C(=O)c2cc(NC(=O)Cc3cn(C)c4ccccc34)ccc2O[C@H]1CN(C)C(=O)NC1CCCCC1
→ -6, 15, 0, 2, -1, 24*, .
28: CCCCOCCCNCC(=O)Nc1ccc(S(N)(=O)=O)cc1
→ -4, ., ., 5, -1, -4, .
29: O=C1N=C(N2CCCC2C(=O)O)S/C1=C\c1ccco1 (configuration not stated)
→ 4, ., ., -7, 12, 0, .
30: O=C(CSc1nc(=O)n(CCN2CCOCC2)c2c1CCCC2)Nc1ccc(F)cc1F
→ -9, 6, 3, 2, -1, -7, -0.1
31: COc1ccc(NC(=O)c2ccco2)cc1S(=O)(=O)N1CCCCC1
→ -5, 7, 3, 3, 1, -4, 0.0
32: CCN(CC)c1ccc(Nc2cc3n(c(=O)n2)CCc2cc(OC)c(OC)cc2-3)cc1
→ 15, ., ., 3, 5, 4, -0.1
33: CC(C)CC(=O)Nc1c2c(nn1-c1ccc(F)cc1)CS(=O)C2 (configuration not stated)
→ -1, -1, -5, 3, -5, 16, .
34: COc1ccccc1NC(=O)N[C@@H]1CC[C@@H](CCNC(=O)Cc2ccccn2)O[C@@H]1CO
→ 7, 3, 2, 1, -1, 1, -0.3
35: O=C(C[C@@H]1C=C[C@@H](NC(=O)C2CC2)[C@@H](CO)O1)NCc1ccncc1
→ -3, -5, -2, -3, 5, 1, 0.1
36: COc1ccc(NC(=O)c2ccncc2)cc1S(=O)(=O)N1CCCCC1
→ 22, -2, -9, 1, ., -5, 0.0
37: Cc1c(C)c(C)c(CO/N=C/c2cccs2)c(C)c1C
→ -26, 26, ., 5, 1, 2, 3.5
38: CC1Cc2ccccc2N1C(=O)COC(=O)c1ccc(Cl)c(S(=O)(=O)N2CCOCC2)c1 (configuration not stated)
→ 0, -1, 1, -1, -1, -5, 0.0
39: COc1ccc(/C(O)=C2\C(=O)C(=O)N(CCN3CCOCC3)C2c2ccccc2OC)cc1 (configuration not stated)
→ -2, ., ., -3, -6, -4, -2.5
40: CCCC(=O)N1CC2(C1)CN(C(=O)C1CC1)[C@H](CO)c1[nH]c3cc(OC)ccc3c12
→ 9, ., ., 5, 0, -9, 0.4
41: CCN(CC)C(=O)[C@H]1CC(CC(=O)NCCc2ccccn2)C(=O)N2CCc3c([nH]c4ccc(OC)cc34)[C@]12C (some centres not stated)
→ -1, -1, 2, -1, 2, -4, 1.7
42: O=S(=O)(Cc1ccc(Cl)cc1)Nc1ccc2c(c1)OCO2
→ -1, 25, -4, 8, 1, -9, .
43: O=C(Nc1ccc(C(=O)O)cc1)/C(=C\c1ccco1)NC(=O)c1ccco1
→ -4, 7, 0, 6, 1, 0, .
44: C[C@@H]1CCCCO[C@@H](CN(C)Cc2ccc(Cl)c(Cl)c2)[C@@H](C)CN([C@H](C)CO)C(=O)c2cc(N(C)C)ccc2O1
→ 9, ., -6, -6, ., 4, 0.1
45: CC(C)C[C@H]1CN(CCCC[C@@H]2CNC(=O)C(=O)N2CC2CCCCC2)C(=O)C(=O)N1CC1CCCCC1
→ 1, ., ., 0, 7, 2, .

Arranged by number of heavy atoms (rising): 5 of the compounds above
Order of results: S100A4 MyoIIA, Statin myotox sup, PglD DTNB, ERp5 inh, SIRT5 block, DENV2 CPE rescue, E-sel inducer
5: Cc1ccc2c(c1)sc(C)[n+]2CCCS(=O)(=O)[O-]
→ -19, 1, -1, -1, 0, -1, -1.4
29: O=C1N=C(N2CCCC2C(=O)O)S/C1=C\c1ccco1 (configuration not stated)
→ 4, ., ., -7, 12, 0, .
16: COc1ccc(CN(C)C(=O)c2cnc(C)cn2)c(OC)c1OC
→ -6, 5, -7, 1, -2, -3, .
24: CCOC(=O)c1c(C)[nH]c(C(=O)OC(C)C(=O)Nc2ccc(C)cc2)c1C (configuration not stated)
→ -10, 12, 3, 0, -1, -4, -0.2
12: CC(NC(=O)COC(=O)c1ccc(OCC2CCCO2)cc1)c1ccccc1Cl (configuration not stated)
→ 4, 5, -1, 11, -4, -2, -0.3

DENV2 CPE rescue, entries above that show a hit
no.	molecule	S100A4 MyoIIA	PglD DTNB	ERp5 inh	SIRT5 block	DENV2 CPE rescue
27	C[C@@H]1CN([C@@H](C)CO)C(=O)c2cc(NC(=O)Cc3cn(C)c4ccccc34)ccc2O[C@H]1CN(C)C(=O)NC1CCCCC1	-6	0	2	-1	24*

Other structures follow:
Order of results: S100A4 MyoIIA, Statin myotox sup, PglD DTNB, ERp5 inh, SIRT5 block, DENV2 CPE rescue, E-sel inducer
46: Cc1cccc(N2CCN(C(=O)c3cccc(NC4=NC5CS(=O)(=O)CC5S4)c3)CC2)c1C (configuration not stated)
→ -18, -9, 0, 0, -1, 10, 3.7
47: O=C(O)c1c(Cl)c(Cl)c(Cl)c(Cl)c1C(=O)N1CCCCCC1
→ -5, ., ., -1, -1, -2, .
48: Cc1ccc(OCC(=O)Nc2ccc(S(=O)(=O)N3CCOCC3)cc2)c([N+](=O)[O-])n1
→ -2, ., ., -5, -2, ?, .
49: CCOC(=O)C1(C)CCCCCN1C(=O)c1snnc1C (configuration not stated)
→ 2, -1, -7, 8, -2, 6, -0.1
50: CC(Sc1nnc(Cc2cccs2)n1C1CC1)C(=O)NC1CCS(=O)(=O)C1 (configuration not stated)
→ 1, ., ., -1, -1, 1, -0.1
51: CCCNC(=O)[C@@H]1[C@@H](CO)[C@@H]2Cn3c(cccc3=O)[C@H]1N2Cc1cccc(Cl)c1
→ 4, -16, 8, -9, 2, -5, -0.2
52: C[C@@H]1CN([C@H](C)CO)C(=O)c2cc(NC(=O)CCN3CCOCC3)ccc2O[C@H]1CN(C)Cc1ccncc1
→ 4, -16, -1, 3, -2, -5, -6.0
53: Cc1ccc(S(=O)(=O)N2CCN(Cc3csc(C)n3)CC2)cc1
→ -1, 5, 5, -2, -5, -2, -0.2
54: Cc1c(C(=O)N2CCCc3ccccc32)oc2ccc(S(=O)(=O)N3CCOCC3)cc12
→ -6, -51, -7, 0, 1, -8, .
55: CCOc1cc(/C=C/c2nc3ccccc3c(=O)[nH]2)ccc1O
→ -1, -13, -1, -1, -3, -3, -0.2
56: CCON1C(=O)C2(CCCCC2)C(=O)C12C=CCCC2 (configuration not stated)
→ -2, ., ., -4, 2, -3, 0.0
57: CSc1nnc(CNS(=O)(=O)c2ccc(Cl)cc2)n1C
→ -10, ., ., 4, -2, 3, .
58: CCC(=O)Nc1ccc2c(c1)OC[C@H](C)N(Cc1cncnc1)C[C@H](C)[C@@H](OC)CN(C)C2=O
→ -6, ., ., ., ., -3, -0.3
59: O=C(NCc1ccncc1)c1cccc(S(=O)(=O)Nc2ccc(F)cc2)c1
→ 20, 24, -1, 1, 1, 7, 0.1
60: CC1CCN(CC(O)COc2ccc(F)cc2)CC1 (configuration not stated)
→ 1, 2, -7, 0, ., 2, .
61: Cc1ccc(NC(=O)CSc2nnc(CNC(=O)c3ccco3)o2)cc1
→ 6, -3, ., 2, 2, 9, .

Screens from PubChem BioAssay.
